# Compound activity from PubChem.
# RMI-FANCM inh = disruptors of RMI1/RMI2 association with MM2 peptide – biochemical, fluorescence polarization, human, primary screen; RMI core complex (RMI1/RMI2) binding to FANCM MM2 peptide, human; RMI core complex with F-MM2 peptide; active compounds read low; FP signal (polarization) at 33 µM; 70,000 tested, 0.58% active; in the data active means FP signal below about 40; further: inactives centre near 61; strong numbers were not always called active; unit not given here
# Active calls of the source: *; & = joins results of further samples. The list is partial; rates above refer to the full screens.
SMILES,RMI-FANCM inh
Cn1c(SCC(=O)c2ccc(F)cc2)nnc1-c1ccc2ccccc2c1,66
Cc1ccccc1C(=O)NCC1CCN(C(C)C)CC1,65
O=C(CCn1cnc2c(cnn2-c2ccc(F)cc2)c1=O)NC1CC1,60
COc1ccc(OCCNC(=O)c2ccc(OC(F)(F)F)cc2)cc1,56
CN1CCOc2ccc(NS(=O)(=O)c3ccc(Cl)s3)cc2C1=O,54
COc1ccc(N(CC(=O)NCCc2ccccc2)S(=O)(=O)c2cccnc2)cc1,65
CCOC(=O)c1c(NC(=O)C2CCN(S(C)(=O)=O)CC2)sc2c1CCCCC2,64
N#Cc1ccccc1NC(=O)c1ccno1,51
O=C(Cc1cccs1)Nc1nnc(-c2cc(Cl)sc2Cl)o1,72
O=C(O)CSCC(=O)Nc1ccc(-c2csnn2)cc1,57
O=C(Cn1ncn2nc(-c3ccc(F)cc3)cc2c1=O)NCCc1ccccc1,105
COc1cccc(OC)c1CN(C)C(=O)c1cnc(SC)cc1C(F)(F)F,56
CC(Oc1ccccc1)C(=O)N[C@@H]1C(=O)N2[C@@H]1SC(C)(C)[C@@H]2C(=O)O (some centres undefined),58&65
CN(C)c1cccc(N(C)C)c1C#N,58
C/C(=N/Nc1nc(-c2ccccc2)cs1)c1ccccc1,59
Nc1nc(-c2ccccn2)cs1,68
O=C(c1ccc2c(c1)OCO2)N(C(=O)N1CCCCC1)c1cccc(Cl)c1,54
CC(C)(C)NC(=O)NNC(=O)c1sccc1OCc1ncc(C(F)(F)F)cc1Cl,53
O=C(Nc1nc(-c2csc(NC(=O)c3coc4ccccc4c3=O)n2)cs1)c1cc(=O)c2ccccc2o1,68
CC(=O)c1cccc(NC(=O)c2ccc(=O)n(Cc3ccccc3F)c2)c1,55

# As a short view, part of the list above.
SMILES,RMI-FANCM inh
Nc1nc(-c2ccccn2)cs1,68
O=C(c1ccc2c(c1)OCO2)N(C(=O)N1CCCCC1)c1cccc(Cl)c1,54
CC(C)(C)NC(=O)NNC(=O)c1sccc1OCc1ncc(C(F)(F)F)cc1Cl,53
O=C(Nc1nc(-c2csc(NC(=O)c3coc4ccccc4c3=O)n2)cs1)c1cc(=O)c2ccccc2o1,68
CC(=O)c1cccc(NC(=O)c2ccc(=O)n(Cc3ccccc3F)c2)c1,55

# In the list so far, these have fluorine.
SMILES,RMI-FANCM inh
Cn1c(SCC(=O)c2ccc(F)cc2)nnc1-c1ccc2ccccc2c1,66
O=C(CCn1cnc2c(cnn2-c2ccc(F)cc2)c1=O)NC1CC1,60
COc1ccc(OCCNC(=O)c2ccc(OC(F)(F)F)cc2)cc1,56
O=C(Cn1ncn2nc(-c3ccc(F)cc3)cc2c1=O)NCCc1ccccc1,105
COc1cccc(OC)c1CN(C)C(=O)c1cnc(SC)cc1C(F)(F)F,56
CC(C)(C)NC(=O)NNC(=O)c1sccc1OCc1ncc(C(F)(F)F)cc1Cl,53
CC(=O)c1cccc(NC(=O)c2ccc(=O)n(Cc3ccccc3F)c2)c1,55

# (further entries)
SMILES,RMI-FANCM inh
CC(C)CCN1C(=O)CCc2cc(NC(=O)c3cccc(C(F)(F)F)c3)ccc21,65
O=C(CCl)Nc1cccc(OC(F)F)c1,61
Cc1noc(/C=C/c2cccn2S(=O)(=O)c2ccccc2Cl)c1[N+](=O)[O-],51
COc1ccc(OC)c(C2c3cccn3CCN2C(=S)Nc2cccc(C)c2)c1 (centres undefined),59
CCC(=O)N1CCc2ccc(NS(=O)(=O)c3ccc(OCC(C)C)cc3)cc2C1,67
O=C(NCC(c1ccsc1)N1CCOCC1)Nc1cccc(Cl)c1 (centres undefined),64
CCN1CCN(CCC(=O)Nc2sc(C(=O)OC)c(C)c2C(=O)OC)CC1,82
CCOC(=O)C(C(=O)OCC)c1ccc(OCc2ccccc2)cc1,63
Cc1ccc2ncc(C(=O)Nc3ccc(F)cc3F)c(=O)n2c1,54
O=c1c2cccc3c2c(nn1Cc1ccccc1Cl)-c1ccccc1-3,63
Cc1cccc(N2OC(C)(N(O)c3cccc(C)c3)CC2(C)C)c1 (centres undefined),69
CC(C)(C)c1ccc(-c2nnc(NC(=O)C(Cl)Cl)s2)cc1,52
Cn1c(SCc2ccc(-c3nnco3)cc2)nnc1C(F)(F)F,61
O=C1c2ccccc2S(=O)(=O)N1Cc1csc(-c2ccc(Cl)cc2)n1,65
O=C(NCc1csc2ccc(Cl)cc12)c1ccno1,46
Cc1ccc(C2CC(c3cccs3)=NN2C(=O)CSc2nc(=O)n3ccc(C)cc3n2)cc1 (centres undefined),88
N#CCCN(C1CCCCC1)S(=O)(=O)c1cc(Cl)c(Cl)cc1Cl,57
COC(=O)c1c(NC(=O)C2CCCN(S(C)(=O)=O)C2)sc2c1CCN(C(C)=O)C2 (centres undefined),66
CCn1c(SCC(=O)NCc2ccccc2OC)nc2c(-c3ccc(C)cc3)csc2c1=O,134
COc1ccc(C(=O)N2CCCc3ccccc32)cc1OC,55

# Rewritten field by field: part of the list above.
O=C(O)CSCC(=O)Nc1ccc(-c2csnn2)cc1
  RMI-FANCM inh = 57
COC(=O)c1c(NC(=O)C2CCCN(S(C)(=O)=O)C2)sc2c1CCN(C(C)=O)C2 (centres undefined)
  RMI-FANCM inh = 66
O=C(NCC(c1ccsc1)N1CCOCC1)Nc1cccc(Cl)c1 (centres undefined)
  RMI-FANCM inh = 64

# (more compounds)
SMILES,RMI-FANCM inh
CC1(C)COc2ccc(NS(=O)(=O)Cc3ccc(Cl)cc3)cc2NC1=O,60
O=C(NCC(c1cccs1)N1CCc2ccccc21)C1CCCC1 (centres undefined),49
COc1ccc(OC)c(CCOS(=O)(=O)c2ccc(C)cc2)c1,63
COc1ccc(-c2csc(NC(=O)C3CCCN(S(C)(=O)=O)C3)n2)cc1C (centres undefined),70
C#CCn1c(=NC(C)=O)sc2cccc(F)c21,62
COc1ccc(C(=O)c2sc3nc(-c4ccc(C)cc4)cc(C(F)(F)F)c3c2N)cc1Br,-6
COc1ccc(-c2c3c(nc4sc(C(=O)c5ccc(Cl)c(Cl)c5)c(N)c24)CC(C)(C)CC3=O)cc1,99
CC(C)c1ccc(NC(=O)C2CCc3sc(NC(=O)c4ccccc4)nc32)cc1 (centres undefined),65
Cc1nn(C)c(C)c1S(=O)(=O)NC1CCCCNC1=O (centres undefined),54
CCc1ccc(-c2ccc(SCc3ccccc3C)nn2)cc1,69
Cc1cc(C(=O)Nc2sc3c(c2C(N)=O)CCN(Cc2ccccc2)C3)no1,70
O=C(Nc1ccc(OCc2ccccc2)cc1)N1CCN(Cc2ccc3c(c2)OCO3)CC1,64
O=C(/C=C\c1ccccc1)NNC(=O)c1ccc(=O)n(Cc2ccc(Cl)cc2)c1,59
CN1C(=O)CCc2cc(N)ccc21,67
C#CCn1c(=NC(=O)c2ccc(Cl)s2)sc2cc(S(N)(=O)=O)ccc21,72
COc1ccc(C(=O)Nc2sc(C)c(C)c2C(c2ccccn2)N2CCOCC2)cc1 (centres undefined),58
CN1CCN(c2ccc(-c3cccc(NC(=O)c4cc5ccccc5oc4=O)c3)nn2)CC1,56
O=C(CCCSc1ccc(NC(=O)C2CC2)nn1)Nc1cnc2ccccc2c1,66
Cc1ccc(-c2ccc(=O)n(CCNC(=O)NC3CCCCC3)n2)cc1,68
CCOC(=O)NNC(=O)Nc1cccc(C(F)(F)F)c1,62
COc1ccccc1-n1ncc2c(C)nnc(SCC(=O)Nc3cccc(C)c3C)c21,63
CCCN1CCCC(NC(=S)Nc2ccc(Br)cc2C)C1 (centres undefined),58
COc1ccc(C(=O)/C=C/OC(=O)c2ccc(Cl)cc2)cc1,59
C#CCn1c(=NC(=O)C2CCCN2S(=O)(=O)c2ccc(Cl)s2)sc2cc(F)ccc21 (centres undefined),75
O=C(NCCS(=O)(=O)NCc1ccc(Cl)cc1)c1ccccc1,54
CCOc1ccc(-c2nc3n(n2)C(c2cccc(C)c2)C(C(=O)Nc2cccnc2)=C(C)N3)cc1 (centres undefined),59
CCN1CCN(CC(=O)NCc2ccc(F)cc2)C(=O)C1=O,61
Cc1cc(-c2nnc(NC(=O)c3ccc(OC(C)C)cc3)o2)nn1C,70
CS(=O)(=O)N1CCC(C(=O)Nc2nc(-c3ccccn3)cs2)CC1,62
Cc1ccc(C(C)C)c(OCC(O)CN2CCN(c3ccccc3F)CC2)c1 (centres undefined),65
O=C(CSc1ccc(C(F)(F)F)cn1)c1ccc2c(c1)OCCO2,62
O=C(O)/C=C\C(=O)NCCNC(=S)Nc1ccccc1,58
O=C(Cn1c(=O)n(Cc2cccs2)c(=O)c2ncccc21)Nc1cccc(F)c1,66
NC(=O)C1CCN(CC(=O)Nc2cccc(Cl)c2)CC1,63
O=C1CSC2(N1)C1CC3CC(C1)CC2C3 (centres undefined),55
O=C(CC(Sc1n[nH]c(-c2ccccc2)n1)c1cccc([N+](=O)[O-])c1)NCc1ccccc1 (centres undefined),57
O=C1Nc2ccccc2S/C1=C/c1ccccc1,49
CCOC(=O)c1scc(-c2ccc(C)cc2)c1S(=O)(=O)Nc1ccc(OC)cc1OC,64
CN(CCO)S(=O)(=O)c1cc(C(=O)O)ccc1Cl,59
COc1ccc(-c2cc(=O)n(CC(=O)NCc3ccncc3)cn2)cc1,65
CCOC(=O)c1ccc(Oc2ccc(Cl)cc2Cl)c([N+](=O)[O-])c1,49
CCOc1ccc2ccccc2c1C(=O)NCC(c1cccs1)N(C)C (centres undefined),51
O=c1ccc(-c2ccc(F)cc2)nn1CCCNS(=O)(=O)c1cccnc1,69
CCOC(=O)c1cnc2cc(C(F)(F)F)ccc2c1Nc1ccc(S(=O)(=O)N(C)C)cc1,65
Nc1ccc2c(c1)N(S(=O)(=O)c1ccc(F)cc1)CCC2,69
CC(C)CN(CC(C)C)S(=O)(=O)c1ccc(C(=O)Nc2ccc(F)cc2)cc1,69
CCCCCCCC1CCC(c2ccc(C#N)c(Cl)n2)CC1 (centres undefined),57
CC12CCC(C(=O)NN)(OC1=O)C2(C)C (centres undefined),59
COc1ccc(CC(N)=S)cc1,58
N#Cc1ccc(-c2csc(-c3ccc(-c4csnn4)cc3)n2)cc1,56
Cc1cc(C(=O)N(CCCN2CCOCC2)c2nc3c(C)ccc(Cl)c3s2)on1,65
CCOc1ccccc1NC(=O)/C(C#N)=C\c1ccc(-c2cccc([N+](=O)[O-])c2)o1,87
Cc1ccc(-c2csc(SCc3ccc(C(=O)O)o3)n2)c(C)c1,68
N#Cc1cnn(-c2cccc(Cl)c2)c1-n1cccc1,56
Cc1ccc2nc(N3CCN(C(=O)c4ccc(Cl)s4)CC3)sc2c1,59
COc1ccc(NC(=O)Nc2cncc(C#Cc3ccccc3)c2)cc1,56
COc1ccc(S(=O)(=O)Nc2cc(-c3cn4nc(OC)ccc4n3)ccc2OC)cc1,70
O=C(Nc1ccc([N+](=O)[O-])cc1)C(=O)NC1CC1,55
COc1ccc(NC(=O)C2CCN(S(=O)(=O)c3cccs3)CC2)c2ccccc12,57
O=C(NC(=O)c1ccccc1O)c1ccoc1,56

# The results go on:
SMILES,RMI-FANCM inh
CCCCn1c(SCC(=O)NCC2CCCO2)nc2c(-c3ccccc3)c[nH]c2c1=O (centres undefined),74
O=C(CSc1ccc(NC(=O)c2ccco2)nn1)Nc1ccc(F)c(F)c1,80
Cc1nnc(C2CCCN(C(=O)C(C)(C)C)C2)s1 (centres undefined),61
Cc1cc(-c2nnc(NC(=O)CCS(=O)(=O)c3ccc(F)cc3)o2)nn1C,67
O=C(Cc1cccs1)N1CCN(c2ccc3nnc(C4CC4)n3n2)CC1,57
COc1cc(NC(=O)NCC(c2ccc3c(c2)CCCN3C)N2CCCC2)cc(OC)c1 (centres undefined),79
COC(=O)CSC(=O)NC(=O)c1ccccc1Oc1ccc(Cl)cc1Cl,63
O=C(Nc1ccc(Br)cc1)c1cccc(Oc2ccccc2)c1,63
CC(=O)Nc1ccc(S(=O)(=O)N2CCCC(c3nnc(C)s3)C2)cc1 (centres undefined),60
Cc1cc(C)c(S(=O)(=O)N2CCN(Cn3cnc4ccccc43)CC2)c(C)c1,68
CCS(=O)(=O)NCCOc1ccc2nnc(-c3ccccc3)n2n1,81
CCOC(=O)c1ccc(S(=O)(=O)NNC(=O)c2ccccc2N)cc1,53
CCc1cc(-c2ccccc2)nc2ccccc12,60
O=C(Nc1cccc2c1C(=O)c1ccccc1C2=O)c1ccc([N+](=O)[O-])cc1,53
CC12CN3CC(C)(CN(C1)C3c1ccc(F)cc1)C2O (centres undefined),56
COc1ccc(S(=O)(=O)CCCC(=O)N(Cc2ccccc2)c2nc3c(C)cccc3s2)cc1,56
CN(CCOC(=O)Nc1cccc(Cl)c1)c1ccc(C#N)cn1,63
N/C(=N\O)c1ccc(N2CCN(c3ncccc3C(F)(F)F)CC2)nc1,53
COc1ccc(OC)c(S(=O)(=O)Nc2ccc3c(c2)N(C(=O)C2CC2)CC3)c1,70
O=C(Cn1cnc2c(cnn2C2CCS(=O)(=O)C2)c1=O)NCC1CCCO1 (centres undefined),63

# Reprinted from the part before: 5 entries; new compounds follow.
SMILES,RMI-FANCM inh
COc1ccc(S(=O)(=O)CCCC(=O)N(Cc2ccccc2)c2nc3c(C)cccc3s2)cc1,56
CN(CCOC(=O)Nc1cccc(Cl)c1)c1ccc(C#N)cn1,63
N/C(=N\O)c1ccc(N2CCN(c3ncccc3C(F)(F)F)CC2)nc1,53
COc1ccc(OC)c(S(=O)(=O)Nc2ccc3c(c2)N(C(=O)C2CC2)CC3)c1,70
O=C(Cn1cnc2c(cnn2C2CCS(=O)(=O)C2)c1=O)NCC1CCCO1 (centres undefined),63
O=C(O)c1cnn(-c2ccccc2)n1,72
C=CCN(CC=C)S(=O)(=O)c1ccc(C(=O)Nc2nc(-c3ccc(F)cc3)cs2)cc1,137
O=C(Cn1cnc2c(sc3ccccc32)c1=O)Nc1ccc2c(c1)OCCO2,144
CCOC(=O)c1ccccc1NC(=O)CSc1nnc(NC(=O)C23CC4CC(CC(C4)C2)C3)s1,61
O=C(CSc1nc2sc3c(c2c(=O)n1-c1ccccc1)CCCCC3)c1ccc2c(c1)OCO2,75
CN1CCc2cc(C(CNC(=O)c3cc(Cl)ccc3Cl)N3CCCC3)ccc21 (centres undefined),70
C=CCn1c(SCC(=O)c2cc(C)n(-c3ccccc3)c2C)nc2scc(-c3ccc(C)o3)c2c1=O,76
COc1cccc(-c2ccc3nnc(SCC(=O)Nc4ccc(F)cc4F)n3n2)c1,56
O=C(Nc1nnc(-c2ccc(Br)s2)o1)C1CCCCC1,67
